Screening data (PubChem)
Yeast growth inh = yeast BB579 growth reduction in restrictive medium | inhibition, % at 10 µM | actives 0.51% (n = 140,000) | AID 804 | S. cerevisiae BB579 growth, OD615, 48 h;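 active = inhibition above a set limit, 3 SD over the mean compound inhibition, cut at about 44% in these data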; note: inactives centre near -24
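controls = amphotericin B 10 µg/mL, positive | assay system = DeaD yeast strain BB579 | schedule = 48 h compound exposure at 30 °C after 4 h preincubation | detection = OD615 turbidity measurement | medium = restrictive CSMM-D medium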
GALR2 antag = GALR2 (human) receptor antagonism; O43603; GALR2-expressing cells, antagonist mode; inhibition, % at 4 µM; actives 0.39% (n = 140,000); AID 828; in the data active = inhibition above about 27%;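 note: cells stimulated with galanin 1-16 at roughly its EC80; 0% = agonist challenge control and 100% = basal control without agonist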
Target sequence (O43603 whole entry, looked up): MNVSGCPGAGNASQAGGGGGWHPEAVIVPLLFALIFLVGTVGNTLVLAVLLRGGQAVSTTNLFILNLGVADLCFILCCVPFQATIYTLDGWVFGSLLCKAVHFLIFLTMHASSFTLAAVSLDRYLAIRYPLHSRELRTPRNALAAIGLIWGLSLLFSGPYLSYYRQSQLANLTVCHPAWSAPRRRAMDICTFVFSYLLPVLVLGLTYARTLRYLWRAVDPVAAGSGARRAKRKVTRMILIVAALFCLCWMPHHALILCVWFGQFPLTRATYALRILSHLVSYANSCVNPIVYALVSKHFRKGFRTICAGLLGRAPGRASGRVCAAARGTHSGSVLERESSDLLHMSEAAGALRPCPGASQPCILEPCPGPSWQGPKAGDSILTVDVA
Yeast life ext = yeast lifespan extension; inhibition of the nicotinamide effect, % at 10 µM; AID 775; actives 0.68% (n = 130,000); S. cerevisiae growth with nicotinamide, OD615; deaD strain in restrictive glucose medium;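 active = inhibition above a set limit, placed 3 SD over the median of all compounds, cut at about 26% in these data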;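 note: 0% = nicotinamide-treated wells and 100% = cells grown without nicotinamide; some compounds called inactive have numbers as strong as hits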
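Material: Modified budding yeast, DeaD strain | Medium: Restrictive glucose medium | Probe or stimulus: 1.5 mM nicotinamide | Dosing: Single dose 10 µM compound, 0.25% DMSO | Times: 48 h at 30 °C | Technique: OD615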
Measles CPE = protection of cells from measles virus. protection (pct of control), % at 4 µM. Measles virus-infected cells, CPE protection, absorbance. actives 1.5% (n = 140,000); in the data active = protection mostly above about 24%, no sharp cut-off; inactive = mostly below about 26%; note: some compounds called inactive have numbers as strong as hits
HCT116 bCat-KO = beta-catenin-lacking colon tumor cell growth suppression; actives 1.5% (n = 140,000); viability, % at 10 µM; AID 818; HCT116 beta-catenin knockout viability, CellTiter-Glo, 60 h; stronger effect = lower value;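 active = viability at or under a set limit, the compound median less 4 SD, cut at about 6% in these data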;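 note: 0% = Hyamine 1622 control at 20 µM and 100% = untreated cell control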
HCT116 PTEN-null = PTEN-deleted cell growth suppression; HCT116 PTEN-null viability, CellTiter-Glo, 60 h; stronger effect = lower value; viability, % at 10 µM; actives 1.2% (n = 140,000); AID 827;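 active = viability at or below a set limit, 4 SD under the median of all tested compounds, cut at about 3.7% in these data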;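 note: PTEN knockout HCT116 line with beta catenin targeted HCT116 as companion control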
Phagocytosis inh = blocks phagocytosis by macrophages | AID 1029 | J774A.1 macrophage IgG-bead phagocytosis, imaging | inhibition, % at 5 µM | actives 0.07% (n = 110,000);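 active = inhibition above the mean of the plate negative controls plus 5 SD, cut at about 13% in these data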;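 note: phagocytic index as fraction of beads internalized from green versus red external bead signal; plate controls were DMSO negative control for no effect and cytochalasin-D positive control for full effect; some results beyond the cut were filed as inactive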
E-sel TNF inh = TNF alpha driven E-selectin expression inhibition | HUVEC TNFa-induced E-selectin immunofluorescence, high content | inhibition, % at 2 µM | actives 0.71% (n = 120,000);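 active = inhibition above the batch mean plus 3 SD, and confirmed as a hit on visual image review, cut at about 43% in these data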;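 note: 0% = TNF-stimulated DMSO wells and 100% = unstimulated control wells; not every result past the cut was called active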
NPY Y2 blocker = blocks the human neuropeptide Y Y2 receptor. NPY-Y2 expressing cells, antagonist mode. P49146. inhibition, % at 2.7 µM. actives 0.99% (n = 140,000). AID 793; in the data active = inhibition above about 17%;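 note: 0% = vehicle with agonist challenge and 100% = reference antagonist with challenge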
Target sequence (P49146 whole entry, looked up): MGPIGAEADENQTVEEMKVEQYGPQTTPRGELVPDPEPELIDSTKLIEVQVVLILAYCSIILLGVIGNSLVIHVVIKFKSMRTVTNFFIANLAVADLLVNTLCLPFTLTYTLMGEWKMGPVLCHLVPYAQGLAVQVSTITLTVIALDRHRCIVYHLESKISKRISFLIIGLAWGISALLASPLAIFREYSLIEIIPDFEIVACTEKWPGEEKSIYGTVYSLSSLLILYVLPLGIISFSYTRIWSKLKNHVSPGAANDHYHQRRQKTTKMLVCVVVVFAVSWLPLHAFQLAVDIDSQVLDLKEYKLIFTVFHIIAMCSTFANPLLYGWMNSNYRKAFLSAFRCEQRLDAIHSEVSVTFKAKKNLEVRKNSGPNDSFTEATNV
MRP1 act = MRP-1 activation; actives 0.61% (n = 140,000); viability increase, % at 10 µM; H69AR cells + doxorubicin, viability rescue, CellTiter-Glo;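 active = viability gain under doxorubicin at or above a set limit, the compound median plus 3 SD, cut at about 4.7% in these data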;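 note: MRP-1 overexpressing cells given doxorubicin 25 µM after compound pretreatment; 18-22 h compound pretreatment then 72 h with doxorubicin before readout; 0% = doxorubicin-only wells and 100% = vehicle-treated cells without doxorubicin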
An asterisk follows results filed as active; nt = no result given.

SMILES | Yeast growth inh | GALR2 antag | Yeast life ext | Measles CPE | HCT116 bCat-KO | HCT116 PTEN-null | Phagocytosis inh | E-sel TNF inh | NPY Y2 blocker | MRP1 act
CNc1nc(N2CCc3ccccc32)ncc1F | 15 | 0 | -9 | 2 | 94 | 98 | 5 | 4 | 2 | 0.4
O=C(Nc1ccccc1)N(CCCN1CCOCC1)Cc1cc2cc3c(cc2[nH]c1=O)OCCO3 | -28 | -8 | -6 | 27 | 71 | 77 | nt | 5 | 2 | -4.2
O=C1CN(Cc2ccccc2)C(=NCc2ccco2)S1 | -25 | -6 | 3 | 4 | 74 | 71 | -1 | -5 | -3 | -2.0
Cc1ccc(S(=O)(=O)N[C@@H](C)C(=O)N2CCC(C(=O)N3CCC[C@H]3C(=O)O)CC2)cc1 | -26 | 5 | -6 | 3 | 102 | 101 | 1 | -5 | 1 | 0.5
CC(/C=N/NC(=O)c1cc(-c2ccc(Cl)cc2)nc2ccccc12)=C\c1ccco1 | -25 | -11 | -7 | 9 | 13 | 16 | 2 | 3 | 6 | -1.2
Cc1ccc(NC(=O)C(Cc2ccccc2)NC(=O)c2ccco2)cc1 (centres undefined) | -31 | -15 | -2 | 8 | 97 | 85 | 0 | 19 | 3 | -1.4
COc1cccc(NS(=O)(=O)c2ccc(NC(C)=O)cc2)c1 | -40 | 2 | -23 | 18 | 92 | 78 | -1 | -34 | -1 | -3.4
Cc1ccc(S(=O)(=O)NCC2CCC(C(=O)NCCCOC(C)C)CC2)cc1 (centres undefined) | -27 | -7 | 13 | 2 | 91 | 101 | -1 | -16 | 2 | -0.8
O=C(NC1CC1)c1ccc(F)cc1Cl | -55 | -16 | -2 | 19 | 86 | 109 | -1 | 3 | 7 | 0.8
COc1cccc(CNc2ccc3c(c2)ncn3C(C)C)c1OC | 29 | 16 | -6 | 2 | 85 | 89 | 0 | nt | 2 | -2.5
COc1ccc(COn2c(=O)c(C)[n+]([O-])c3ccccc32)cc1OC | -26 | 2 | -2 | 6 | 90 | 89 | -3 | -4 | 7 | -1.5
O=C(C[n+]1cccc(NC(=O)c2ccccc2)c1)c1ccc(NC(=O)c2ccccc2)cc1 | -69 | 6 | -10 | 9 | 67 | 64 | nt | -20 | 2 | -3.1
Cc1ccc(NC(=O)CSc2nnc(-c3cccnc3)n2-c2ccc(C)cc2)cc1 | -37 | 3 | nt | 6 | 91 | 89 | nt | 0 | 1 | -0.1
CC(=O)Nc1cccc(C(=O)OCc2ccc(C(=O)Oc3ccc(Cl)cc3)cc2)c1 | -50 | -11 | -11 | 4 | 85 | 86 | nt | 19 | -2 | -1.1
COc1cc(OC)cc(C(=O)NCC(=O)OCC(=O)c2cc(OC)ccc2OC)c1 | -35 | 12 | 2 | 7 | 95 | 101 | nt | 2 | 3 | -3.2
COc1cccc(C(=O)N2CCN(c3ncccn3)CC2)c1 | -31 | 10 | 2 | 5 | 97 | 95 | nt | -21 | 4 | -0.8
CCCCCCOc1ccc(C(CC(=O)O)C(N)=O)cc1 (centres undefined) | -13 | 1 | -8 | 4 | 105 | 105 | 0 | -23 | 3 | -0.7
CC(O)(C#CCN1CCOCC1)c1ccccc1 (centres undefined) | -43 | -1 | -3 | 5 | 97 | 101 | 0 | -17 | 1 | -2.6
CN(Cc1ccccc1)Cc1nc2c(c(=O)n(C)c(=O)n2C)n1Cc1ccc(F)cc1 | -37 | -3 | -5 | 13 | 85 | 82 | 0 | nt | 6 | -1.2
CCOC(=O)C1CCN(c2ccc(C(N)=O)cc2[N+](=O)[O-])CC1 | -35 | 0 | 0 | 1 | 91 | 97 | -2 | nt | 1 | -1.0
O=C(Nc1cc(Cl)ccc1Cl)c1ccc(OC(=O)c2ccco2)cc1 | -35 | -3 | -3 | 15 | 96 | 89 | -1 | -9 | 6 | -1.9
COc1ccc(C2Nc3ccccc3C(=O)N2c2ccccc2)cc1COc1ccccn1 (centres undefined) | -35 | 5 | -22 | 7 | 92 | 90 | 0 | -2 | 4 | -3.8
O=C(COc1ccccc1Cl)Nc1cnn(Cc2ccccc2)c1 | -20 | -2 | -17 | 5 | 107 | 103 | -2 | 11 | 2 | 3.0
CCOC(=O)C1CCCN(c2c(N3CCN(c4ccccn4)CC3)c(=O)c2=O)C1 (centres undefined) | -39 | -1 | -1 | 9 | 91 | 99 | -1 | 4 | 0 | -3.4
FC(F)(F)c1nnc2ccc(N3CCCCCC3)nn12 | -25 | 11 | -14 | 13 | 74 | 72 | -1 | 1 | -1 | -0.8
Oc1ccccc1CN1CCCN(Cc2ccccc2O)C1 | 4 | 6 | 3 | 8 | 52 | 50 | -3 | 9 | 8 | -1.8
COc1ccc(CCN(C(=O)C(F)(F)F)C(C(=O)NC2CCCCC2)c2cccs2)cc1 (centres undefined) | 9 | 18 | -2 | 20 | 77 | 67 | nt | nt | 5 | 0.4
Nc1nc(SCc2ccccc2Cl)nc2nc3c(cc12)CCCC3 | -24 | 1 | -14 | 4 | 103 | 92 | nt | -25 | -1 | 1.1
O=C(O)c1oc2ccccc2c1-n1cccc1 | -34 | 4 | 5 | 27* | 94 | 98 | -1 | -5 | 7 | 0.3
O=C(CSc1nc2ccccc2c(=O)n1-c1ccccc1)N1CCCc2ccccc21 | -28 | -14 | 8 | 9 | 80 | 77 | -11 | nt | 7 | 2.9
COC(=O)c1cc(OC)c(OC)cc1NC(=S)N1CCN(Cc2ccccc2)CC1 | -31 | 2 | 5 | 13 | 95 | 94 | 0 | 53 | 1 | -1.4
Cc1nc2cc(Cl)ccc2n1-c1ccccc1 | -25 | -9 | -7 | 7 | 89 | 90 | -2 | -26 | 9 | -1.8
Cc1nn(-c2ccccc2)c2[nH]c(C(F)(F)F)cc(=O)c12 | -8 | 5 | -10 | 15 | 98 | 99 | -2 | -4 | 0 | 0.6
Cc1c(C(=O)N2CCc3ccccc3C2)sc2nc(-c3ccccc3)cn12 | -15 | 8 | -8 | 14 | 89 | 93 | -4 | 15 | 7 | -3.0
O=C(NOC(=O)c1cc(Br)ccc1Cl)c1cccs1 | -40 | 2 | 5 | 6 | 79 | 82 | nt | 20 | 0 | -1.6
COc1cccc(Cn2c(Oc3cccc(C)c3)nc3c2c(=O)n(C)c(=O)n3C)c1 | 5 | -17 | -4 | 1 | 75 | 70 | -2 | 37 | 10 | 3.4
CC1CCc2c(nc3sc4c(c3c2N)CCCC4)C1 (centres undefined) | -18 | 8 | 3 | 18 | 61 | 58 | -10 | 11 | 8 | -1.7
COc1ccccc1OCCOc1ccc(/C=N/n2cnnc2)cc1 | -20 | 11 | -16 | 13 | 100 | 107 | 6 | -6 | 3 | -0.5
Cc1ccc(NC(=O)c2ccc([N+](=O)[O-])cc2Cl)nc1 | -47 | -1 | 0 | 8 | 96 | 93 | -1 | nt | 3 | 3.5
CCOC(=O)C1=C(C)C(c2ccc(OC)cc2)NC(=S)N1 (centres undefined) | -9 | -14 | -7 | 3 | 97 | 109 | -1 | 12 | 5 | -3.6
Cc1ccc(S(=O)(=O)/N=S(\C)CC2CC2(Cl)Cl)cc1 (centres undefined) | -19 | -13 | -3 | 2 | 98 | 89 | 0 | nt | 1 | -2.7
c1ccc(OCc2nn3c(-c4ccncc4)nnc3s2)cc1 | -19 | 10 | -10 | 3 | 97 | 101 | 3 | -2 | 5 | -2.8
Clc1ccc2c(N/N=C/c3ccc(Br)cc3)ccnc2c1 | -13 | 0 | -5 | 4 | 1.5* | 1.3* | nt | nt | -4 | -5.0
COC(=O)C(C(=O)Nc1ccc(OC)cc1)C1CCCCCC1 (centres undefined) | 3 | -4 | -3 | 18 | 43 | 49 | 4 | -47 | 5 | -4.3
CCC(C)C(=O)Nc1nc(-c2ccc3c(c2)NC(=O)CO3)cs1 (centres undefined) | 9 | 3 | -23 | 5 | 77 | 82 | nt | 8 | 2 | -2.6

Individual results from the results shown:
`c1ccc(OCc2nn3c(-c4ccncc4)nnc3s2)cc1` in MRP1 act has -2.8
`O=C(CSc1nc2ccccc2c(=O)n1-c1ccccc1)N1CCCc2ccccc21` in NPY Y2 blocker has 7

Continued.
SMILES | Yeast growth inh | GALR2 antag | Yeast life ext | Measles CPE | HCT116 bCat-KO | HCT116 PTEN-null | Phagocytosis inh | E-sel TNF inh | NPY Y2 blocker | MRP1 act
CCn1c(=O)c(C(=O)CN2CCCc3ccccc32)c(N)n(Cc2ccccc2)c1=O | -42 | 9 | -3 | 9 | 58 | 50 | 0 | -69 | 3 | -5.0
O=C(CCNC(=O)c1ccc(Br)o1)NCc1ccccc1Cl | -23 | 11 | -14 | 21 | 78 | 88 | nt | -20 | 4 | -3.3
Cc1ccc2nc(N(CCCN(C)C)C(=O)CCc3ccccc3)sc2c1 | -19 | 2 | -3 | 5 | 2.4* | 1.5* | -2 | nt | 7 | -6.1
O=C(Nc1cccnc1)c1cccc(NC(=O)c2ccco2)c1 | -49 | 4 | -1 | 6 | 97 | 98 | -1 | -7 | 2 | 0.1
N#C/C(=C\c1cccnc1)C(=O)NC1CCCCC1 | -18 | 10 | 32* | 22 | 60 | 60 | -5 | nt | 1 | -4.3
O=C(COC(=O)Cn1c(C(F)(F)F)nc2ccccc21)Nc1ccc2c(c1)OCCO2 | -22 | 1 | -5 | 15 | 96 | 104 | 0 | 3 | -1 | -1.1
Cc1ccc(S(=O)(=O)Cn2nnnc2CN2CCCC3(CCCCC3)C2)cc1 | -73 | -13 | 1 | 5 | 82 | 70 | 1 | -1 | -2 | -2.2
CCCCN(CC)c1nc(N)c(C#N)c(CC#N)c1C#N | -46 | -7 | -11 | 15 | 86 | 83 | 1 | -3 | 1 | -1.2
COc1ccc(-n2c(COc3ccccc3)nnc2SCC(N)=O)cc1 | -45 | 0 | -7 | nt | 109 | 105 | 0 | 81* | 4 | 0.3
Cc1ccc(NC(=O)c2cn(-c3cccc(C)n3)cn2)cc1 | -58 | -8 | -18 | 4 | 108 | 101 | nt | 13 | 0 | 1.1
CCCc1nnc2n1N=C(c1ccc(-c3cc(Cl)ccc3Cl)o1)CS2 | -29 | -4 | -6 | 11 | 96 | 106 | nt | 4 | 0 | -3.3
C=CCNc1ncnc2c1[nH]c1ccc(C)cc12 | -2 | 17 | -24 | 12 | 54 | 58 | -1 | 4 | 3 | -2.0
CC(=O)c1c(C)[nH]c(C(=O)NCCC2=CCCCC2)c1C | -27 | 3 | -15 | 12 | 70 | 79 | 2 | -9 | 0 | -2.3
CCN1CCN(c2cc(=O)n(-c3cc(Cl)ccc3C)c(=O)[nH]2)CC1 | -45 | 3 | -10 | 2 | 100 | 94 | 1 | nt | 1 | -1.5
Cc1cc(C)n(CC(=O)NCc2cc(-c3nn(C)c(=O)c4ccccc34)ccc2C)n1 | -36 | 1 | -3 | 10 | 89 | 97 | -1 | -19 | 0 | -2.9
Cc1c(-n2cc(C(=O)c3ccccc3O)cc(C#N)c2=O)c(=O)n(-c2ccccc2)n1C | 23 | -3 | -8 | 27 | 103 | 98 | 1 | nt | 0 | -0.7
